Dyrk1A ADPGlo – blocks rat Dyrk1A kinase activity; ADP-Glo luminescence, NFATc1 peptide; inhibition, % at 12.5 µM; 0.43% of 310,000 active; in the data active means inhibition above about 50%;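 further: plate controls were vehicle with enzyme for no effect and no enzyme for full effect; many of its hits are not listed in these tables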
RGS4 act – potentiators or activators of RGS4; HEK293 M3R/inducible RGS4, carbachol calcium flux Fluo4; stronger effect = lower value; 0.92% of 310,000 active; AID 463111; B-score at 10 µM;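 active means B-score of the integrated calcium signal more than 4 SD below the library mean, with starting fluorescence not abnormally high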;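 further: negative B-score means reduced calcium response which marks RGS4 activation or potentiation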
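Material: M3R-expressing HEK293 line, RGS4 induced by doxycycline | Schedule: Overnight RGS4 induction, 30 min dye load 37 °C, 20 min compound RT | Measured by: Fluo4 fluorescence kinetic imaging of calcium | Read-out: Integrated calcium ratio converted to B score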
RGS4 inh – human RGS4 inhibition | P49798 | HEK293 M3R/RGS4 inducible, Fluo-4 calcium flux; stronger effect = higher value; triggered by carbachol at its EC20 | B-score at 10 µM | 0.45% of 310,000 active;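 active means B-score, a plate-corrected calcium signal, over three deviations above library mean, with baseline fluorescence within five deviations of library mean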;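 further: RGS4 expression induced by doxycycline in cells with stable M3 receptor; B-score is computed from the integrated fluorescence ratio over baseline after carbachol; higher B-score means a larger calcium signal and so more RGS4 inhibition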
GSK3beta inhib – blocks human GSK3beta kinase activity; activity score (negative = inhibition), % at 10 µM; GST-GSK3beta kinase, ADP-Glo luminescence, 60 min; stronger effect = lower value; 0.038% of 300,000 active;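 active means more than half of replicate wells score below -50%, meaning over 50% inhibition versus plate controls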;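 further: 0% = median DMSO wells and -100% = median GW8510 positive control wells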
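Test system – GST-tagged human GSK3beta kinase, cell-free · Incubation – 60 min enzyme reaction, room temperature · Signal – ADP-Glo luminescence · Also added – peptide substrate and ATP at 25 µM · Controls – DMSO neutral wells and GW8510 at 20 µM as positive · Buffer or medium – Tris/MgCl2 kinase buffer · Measure – Luminescence-derived activity versus plate DMSO and GW8510 wells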
KCNQ1 inh – human KCNQ1 channel inhibition; CHO-K1 KCNQ1, FluxOR thallium flux fluorescence; stronger effect = higher value; B-score at 10 µM; 1.3% of 310,000 active; AID 2642;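 active means compounds whose thallium flux B-score, printed positive for inhibition, exceeds three library SD while starting fluorescence stays within three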;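 further: channel opened by potassium depolarization with thallium stimulus after 20 min compound exposure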
hERG rescue – shields human hERG channel from block by proarrhythmic agents; Q12809; CHO-hERG, FluxOR thallium flux, dofetilide IC70 present; activation (rescue from dofetilide block), less the hit threshold, % at 10 µM; 0.51% of 310,000 active; AID 1511;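 active means activation above the mean of controls blocked by dofetilide plus 5 SD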;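 further: thallium influx through hERG after potassium depolarization seen as dye fluorescence rise; in these data hits start at about 4.7%; inactives centre near -7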
Target sequence (Q12809 whole entry, looked up): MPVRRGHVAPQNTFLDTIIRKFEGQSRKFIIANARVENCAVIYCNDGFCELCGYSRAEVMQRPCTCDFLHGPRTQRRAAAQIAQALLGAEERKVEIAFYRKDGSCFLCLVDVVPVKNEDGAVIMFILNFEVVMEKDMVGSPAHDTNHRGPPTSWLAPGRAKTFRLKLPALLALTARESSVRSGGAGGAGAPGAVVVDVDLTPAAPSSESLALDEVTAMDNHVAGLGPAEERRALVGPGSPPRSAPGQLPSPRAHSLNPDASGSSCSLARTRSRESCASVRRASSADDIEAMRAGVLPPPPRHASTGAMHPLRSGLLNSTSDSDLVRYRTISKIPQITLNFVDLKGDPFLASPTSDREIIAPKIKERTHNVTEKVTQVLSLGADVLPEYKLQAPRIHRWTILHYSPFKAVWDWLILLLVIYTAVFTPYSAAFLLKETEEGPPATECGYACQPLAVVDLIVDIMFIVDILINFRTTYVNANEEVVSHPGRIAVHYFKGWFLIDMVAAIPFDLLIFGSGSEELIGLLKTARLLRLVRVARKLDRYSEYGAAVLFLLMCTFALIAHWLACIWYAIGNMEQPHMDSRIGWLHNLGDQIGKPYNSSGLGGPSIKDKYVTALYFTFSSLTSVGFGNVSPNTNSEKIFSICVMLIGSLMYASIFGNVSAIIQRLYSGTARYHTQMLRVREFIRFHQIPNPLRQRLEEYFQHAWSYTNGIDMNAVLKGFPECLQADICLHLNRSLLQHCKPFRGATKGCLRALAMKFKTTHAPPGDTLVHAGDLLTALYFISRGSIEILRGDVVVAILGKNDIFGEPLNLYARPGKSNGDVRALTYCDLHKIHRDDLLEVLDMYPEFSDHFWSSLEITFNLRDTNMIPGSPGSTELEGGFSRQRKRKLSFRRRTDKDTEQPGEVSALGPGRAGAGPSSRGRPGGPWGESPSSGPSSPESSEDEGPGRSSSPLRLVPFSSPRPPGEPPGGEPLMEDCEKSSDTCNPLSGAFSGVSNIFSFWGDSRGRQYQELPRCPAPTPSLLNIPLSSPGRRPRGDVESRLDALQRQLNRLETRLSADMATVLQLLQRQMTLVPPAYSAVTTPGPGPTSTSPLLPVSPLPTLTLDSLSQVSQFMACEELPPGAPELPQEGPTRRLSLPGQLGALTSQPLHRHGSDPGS
KCNK9 inh – blocks the human KCNK9 two-pore domain potassium channel | Q9NPC2 | HEK293 KCNK9, FluxOR thallium flux fluorescence; stronger effect = lower value | AID 488922 | 1.2% of 310,000 active | B-score at 10 µM;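 active means ratio B-score over 3 SD below the library mean, with starting fluorescence within 5 SD of its mean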;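 further: negative B-score means less thallium flux so channel inhibition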
GSK3 alpha inh – inhibitors of human GSK-3 alpha kinase; P49840; ADP-Glo luminescence, 60 min; inhibition, % at 10 µM; 0.1% of 320,000 active; AID 2650;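 in the data active means inhibition above about 50%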;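 further: GST-tagged GSK-3 alpha with peptide substrate and 25 µM ATP; 0% = DMSO neutral wells and 100% = GW8510 positive control wells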
KCNQ1 act – human KCNQ1 channel potentiation or activation; P51787; 0.35% of 310,000 active; CHO-K1 KCNQ1, thallium flux FluxOR fluorescence; stronger effect = higher value; B-score at 10 µM;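 active means fluorescence ratio B-score, a plate-corrected score, at least three library SD, with initial intensity B-score within 5 SD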
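Doses: Single concentration per compound, DMSO matched to controls | Test system: KCNQ1-transfected CHO-K1 cells | Timing: 90 min dye loading and 20 min compound exposure, both at room temperature | Measured by: Kinetic FluxOR thallium fluorescence, 10-s 1-Hz baseline, 110-s post-stimulus read | Medium: Assay buffer with matched DMSO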
PolyA inhibitor – yeast polyadenylation inhibition; calls only at 12 µM; AID 1875; 0.02% of 300,000 active; S. cerevisiae SKY197-pL101 polyadenylation reporter, beta-gal luminescence; efflux-impaired pdr1/pdr3 knockout yeast; score 100 = 6 SD above DMSO;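 active means lowest replicate activity score at least 50, where 100 means six control SD above control mean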;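 further: yeast exposed to compound for 9 h at 30 °C; higher score means more reporter readthrough which indicates perturbed polyadenylation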
KCNK3 inh – human KCNK3 channel inhibition, primary screen; 0.84% of 340,000 active; B-score at 10 µM; CHO-KCNK3 thallium flux, FluxOR fluorescence; stronger effect = lower value; O14649;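 active means B-score under library mean minus 4 SD, starting fluorescence ratio at most library mean plus 5 SD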;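 further: more negative B-score means stronger inhibition of thallium flux through KCNK3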
An asterisk follows results filed as active; i = inactive; nt = not tested or not shown. Only part of the results is shown, so the mix of outcomes need not match the whole.

SMILES	Dyrk1A ADPGlo	RGS4 act	RGS4 inh	GSK3beta inhib	KCNQ1 inh	hERG rescue	KCNK9 inh	GSK3 alpha inh	KCNQ1 act	PolyA inhibitor	KCNK3 inh
O=c1cc(Nc2ccc3c(c2)OCCO3)[nH]c(=O)n1-c1ccc(Br)cc1	-7.7	i	i	0.2	i	-2.6	i	-1.1	i	i	i
COc1ccc(-c2cn(CCC(=O)NCc3ccc(C)cc3)c(-c3ccncc3)n2)cc1	-7.9	i	i	-1.8	i	-9.5	i	-2.5	i	i	i
CCOc1ccc(S(=O)(=O)N2CCN=C2c2ccccc2)cc1	0.8	i	i	-0.8	i	-14.5	i	-3.6	i	i	i
CN(C)CCCN1C(=O)c2oc3ccc(Cl)cc3c(=O)c2C1c1cccnc1 (stereo not given)	-2.0	i	i	-0.2	i	-10.9	i	-0.6	i	i	i
Cc1ccc(/C=N/NC(=O)c2ccc(Br)o2)s1	1.1	i	i	-3.2	i	-5.0	i	0.5	i	i	i
Cc1ccccc1C(=O)Nc1ccnn1C1CCN(C(C)Cc2ccccc2F)CC1 (stereo not given)	3.3	i	i	-0.7	i	-7.6	i	-3.4	i	i	i
O=C(CNCc1ccccn1)Nc1ccc([N+](=O)[O-])cc1C(=O)Nc1ccccc1F	-1.0	i	i	0.3	i	-11.1	i	-0.4	i	i	i
N#CC1C=Cc2ccccc2N1C(=O)c1ccccc1 (stereo not given)	-1.0	i	i	-3.0	i	-3.6	-7.26*	-1.6	i	i	i
O=C(N/C=C/n1cnc2cc(C(F)(F)F)ccc21)c1ccccc1F	nt	i	i	0.2	i	-1.3	i	1.4	i	i	i
O=C(Nn1c(-c2ccccc2)nc2ccccc2c1=O)c1cccs1	1.3	i	i	2.1	i	-9.9	i	0.2	i	i	i
COc1cccc(CNC(=O)CCC2CCCN(C(=O)CCc3c(C)noc3C)C2)c1 (stereo not given)	4.9	i	i	1.2	i	-12.8	i	-2.6	i	i	i
Cn1cnnc1SC(C(=O)Nc1cc(Cl)cc(Cl)c1)c1ccccc1 (stereo not given)	-3.1	i	i	1.4	i	-9.2	i	nt	i	i	i
Cc1cccc(N2C(=O)C(Cc3ccccc3)NC2=S)c1 (stereo not given)	-2.2	i	i	-1.9	i	-6.3	i	0.9	i	i	i
COc1ccc(C(CNC(=O)c2ccc(C)c(S(=O)(=O)Nc3ccccc3OC)c2)N2CCCC2)cc1 (stereo not given)	-5.1	i	i	-6.9	i	-17.1	i	0.8	i	i	i
CC(=O)N1N=C(c2ccccc2)OC1c1cccnc1 (stereo not given)	-3.9	i	i	0.8	i	-10.9	i	0.2	i	i	i
Cc1nnc(Sc2nc3c(c(=O)n(C)c(=O)n3C)n2Cc2ccc(Cl)cc2)s1	-3.4	i	i	1.2	i	-7.9	i	0.0	i	i	i
CN(C)S(=O)(=O)c1cccc(NC(=O)Cn2cnc3ccccc3c2=O)c1	3.3	i	i	-5.7	i	-3.3	i	-2.1	i	i	i
CCOC(=O)c1sc2nc(NC(=O)C3CC3)sc2c1C	4.2	i	i	1.1	i	-5.1	i	-1.5	i	i	i
COc1ccc(C2(O)CN(c3ccc(C)cc3)C3=[N+]2CCCC3)cc1 (stereo not given)	nt	i	i	nt	i	-9.5	i	-1.4	i	i	i
CCNS(=O)(=O)c1ccc(OCCNS(C)(=O)=O)cc1	-1.3	i	i	-0.4	i	-5.9	i	-1.0	i	i	i
COCc1c(C(=O)N/N=C(/C)c2ccccc2)nnn1-c1nonc1N	-1.0	i	i	-0.8	i	-9.8	i	-2.6	i	i	i
CC(C)c1nc(SCC(=O)c2ccccc2)c2c(=O)n(C)c(=O)n(C)c2n1	-0.1	i	i	1.6	i	-7.6	i	0.3	i	i	i
CCCc1cc(=O)[nH]c(Nc2cc(OC)ccc2OC)n1	24.7	i	i	-1.1	i	-7.7	i	-0.3	i	i	i
O=S(=O)(NCCc1csc(-c2ccccc2)n1)c1ccc2c(c1)OCCO2	5.4	i	i	-3.0	i	-12.1	i	0.9	i	i	i
CCOC(=O)c1c(CN2CCOCC2)n(-c2ccccc2)c2ccc(O)cc12	0.4	i	i	-0.5	i	-21.5	i	-0.9	i	i	i
The list goes on.
SMILES	Dyrk1A ADPGlo	RGS4 act	RGS4 inh	GSK3beta inhib	KCNQ1 inh	hERG rescue	KCNK9 inh	GSK3 alpha inh	KCNQ1 act	PolyA inhibitor	KCNK3 inh
CC1(C)C2([N+](=O)[O-])CN3CC1([N+](=O)[O-])CN(C2)C3C(O)C(O)C(O)CO (stereo not given)	12.3	i	i	-3.5	i	-12.2	i	4.0	i	i	i
O=C(NNC1=Nc2ccccc2SC1)c1ccc(F)cc1	-4.0	i	i	3.2	i	-10.5	i	-1.7	i	i	i
CC(OC(=O)c1cc2sccc2n1C)C(=O)NCC1CCCO1 (stereo not given)	5.1	i	i	0.3	i	-9.5	i	-1.6	i	i	i
O=[N+]([O-])c1ccccc1S(=O)(=O)c1ccccc1	-1.3	i	i	-20.3	i	-4.6	i	-3.7	i	i	i
O=c1ccc(/C=C/c2ccccc2)nn1Cc1ccc(Cl)cc1Cl	12.7	i	i	4.1	i	-9.3	i	0.1	i	i	i
COc1cccc(C(O)c2nc3ccccc3n2C(C)C)c1 (stereo not given)	nt	i	i	1.2	i	-4.2	i	-4.9	i	i	i
Cc1cc(NC(=O)c2c(Br)cnn2C)no1	-0.6	i	i	2.4	i	-5.6	i	nt	i	i	i
CCOCCCNC(=O)c1ccc2c(c1)OCO2	-0.2	i	i	-0.8	i	-15.4	i	-2.8	i	i	i
Nc1nc(SCC(=O)Nc2ccc(Cl)cc2)[nH]c(=O)c1-c1ccccc1	-4.3	i	i	2.2	i	-10.2	i	-5.6	i	i	i
CC(=O)C[C@H]1c2cc(C(F)(F)F)ccc2S(=O)(=O)N1C1CCCCC1	5.5	i	i	0.9	i	-2.4	i	-0.5	10*	i	i
O=c1c2ccc(Cl)cc2nc(-c2cccc(C(F)(F)F)c2)n1O	11.8	i	i	-2.1	i	74.7*	i	-0.7	136*	i	i
Cn1c(=O)cc(OCC(=O)NCc2cccnc2)c2ccccc21	1.0	i	i	2.4	i	-9.9	i	-1.5	i	i	i
Cc1ccc(S(=O)(=O)N(C)C)cc1NC(=O)COC(=O)CNC(=O)c1cccs1	1.2	i	i	0.5	i	-4.8	i	4.4	i	nt	i
CCS(=O)(=O)N1CCC(NC(=O)C(Cc2cccc(OC)c2OC)NC(C)=O)CC1 (stereo not given)	8.5	i	i	-1.6	i	-4.8	i	nt	i	i	i
CCOC(=O)c1ccc(NC(=O)CSc2nc(N)c(NC(=O)c3ccc(Br)o3)c(=O)[nH]2)cc1	-7.8	i	i	3.4	i	-2.5	i	-1.5	i	i	i
O=C(CSc1nnc(-c2ccccc2)o1)Oc1ccc(Br)cc1	-3.4	i	i	-0.2	i	-5.5	i	-6.9	i	i	i
CCCNC(=O)c1ccc2c(=O)n(Cc3ccco3)c(=S)[nH]c2c1	nt	i	i	0.5	i	-12.5	i	0.1	i	i	i
CCOc1ccc(-c2noc(CCCC(N)=O)n2)cc1OC	1.9	i	i	-0.4	i	-10.4	i	-0.7	i	i	i
O=C(CCC(=O)OCC(=O)c1ccc(F)cc1)NC1CCCCC1	-3.3	i	i	-3.2	i	-6.8	i	0.9	i	i	i
COc1cc(/C=N/NC(=O)c2cccc(NC(=O)c3ccccc3Cl)c2)ccc1O	-1.6	i	i	1.3	i	-31.0	i	0.8	i	i	i
NC(=O)c1ccc(NC(=O)COC(=O)CCCc2c[nH]c3ccccc23)cc1	1.6	i	i	1.4	i	-10.0	i	4.1	i	i	i
O=S(=O)(c1ccccc1)c1nc(Nc2cccc(O)c2)sc1Cl	2.8	i	i	1.2	7*	-33.9	i	1.3	i	i	i
O=C(CCSCCc1ccccn1)Nc1ccc(Br)cn1	14.2	i	i	-38.2	i	-10.4	i	3.4	i	i	i
N#Cc1c(N(CCO)CCO)nc(N)c2c(N)nc3c(c12)CC(=O)N3Cc1cccs1	nt	i	i	0.5	i	-16.3	i	2.4	i	i	i
COc1ccc(OC)c(NC(=O)c2ccc(NC(C)=O)cc2)c1	-4.5	i	i	0.3	i	-0.2	i	-1.3	i	i	i
Continuation:
SMILES	Dyrk1A ADPGlo	RGS4 act	RGS4 inh	GSK3beta inhib	KCNQ1 inh	hERG rescue	KCNK9 inh	GSK3 alpha inh	KCNQ1 act	PolyA inhibitor	KCNK3 inh
CC(C)CNC(=S)N1CCN(c2nc(-c3ccc(Cl)cc3)cs2)CC1	8.8	i	i	-0.3	11*	-6.6	i	-0.4	i	i	-9.76*
CN(C(=O)CSc1nc(N)nn1-c1ccccc1)c1ccccc1	2.1	i	i	5.2	i	-14.4	i	-0.4	i	i	i
CCOC(=O)C(=O)Nc1ccccc1C(=O)NCc1ccccc1	-3.4	i	i	-5.7	i	-11.8	i	2.3	i	i	i
O=C(CCC(=O)N/N=C/c1c[nH]c2ccccc12)NCc1ccccc1	17.2	i	i	1.7	i	0.8	i	2.9	i	i	i
O=C(Nc1nc2nc(-c3ccccc3)cc(-c3ccccc3)n2n1)c1ccco1	-0.4	i	i	3.6	i	-14.4	i	-0.5	i	i	i
O=C(NN1C(=O)c2ccccc2C1=O)c1ccncc1	4.4	i	i	-0.2	i	-10.3	i	0.4	i	i	i
CC(=O)N1CCC2(CC1)CC(=O)c1cc(OCC(=O)N3CCCC3)ccc1O2	nt	i	i	2.4	i	-8.2	i	-1.0	i	i	i
N#Cc1ccc(NC(=O)CSc2cn[nH]n2)cc1	2.2	i	i	nt	i	-7.7	i	2.5	i	i	i
CCn1c(NCc2ccc(OC)cc2)nc2ccccc21	-2.1	i	i	3.6	i	-5.5	i	0.5	i	i	i
Cc1ccc(/C=N/NC(=O)c2ccccc2OCc2cccc(Br)c2)o1	18.4	i	i	0.3	i	-11.2	-10.4*	-6.1	i	i	i
CCn1c(=O)cc(SCC(=O)Nc2ccc(OC)c(OC)c2)c2ccccc21	4.7	i	i	2.8	i	-18.7	i	2.0	i	i	i

Source: PubChem
